Source: PubChem BioAssay (Broad Institute)
Cneo AK release: Cryptococcus neoformans cell lysis inducers, primary screen, AK release luminescence, single concentration; AID 651654, 2012; C. neoformans lysis, adenylate kinase release luminescence, 4 h; normalised: neutral wells 0, clomiphene wells 100; 360,000 compounds, 0.2% hits; lysis activity, % at 15 µM;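 active means mean lysis activity across replicates of at least 80%, whatever share of replicates individually reach that level; inactive means mean lysis activity below 80%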
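Material: C. neoformans cells | Amount: Yeast cell density of 5 × 10^6 cells/mL | Medium: Fresh YPD growth medium | Dosing: Single dose | Times: Static 4 h at 37 °C with compound, 1 h detection | Detection: AK luminescence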
miR-122 sensor: miR-122 Renilla sensor signal increase in Huh7, primary screen, miR-122 inhibitor project, cell-based, single point, plate reader | Huh7 miR-122 Renilla luciferase sensor, 48 h; neutral wells = 0, positive control = 100 | activation (reporter increase), % at 12.5 µM | 340,000 compounds, 0.3% hits | AID 602342, 2012;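 active means mean replicate activation score at least 90 and every replicate individually at or above 90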;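 further: higher luciferase means less miR-122 activity so hits act as miR-122 inhibitors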
Casp6 inh: human caspase-6 inhibitors, primary screen, biochemical, VEID-R110 fluorescence, single point, set 2. 350,000 compounds, 0.53% hits. P55212. purified caspase-6, Z-VEID-R110 cleavage fluorescence. inhibition, % at 12.5 µM;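 active means mean inhibition across replicates at least about 35%, with every replicate also reaching that limit, limit read from the data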;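 further: 0% = median of neutral control wells and 100% = no fluorescence left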
Target sequence (P55212 24-179 limits assumed): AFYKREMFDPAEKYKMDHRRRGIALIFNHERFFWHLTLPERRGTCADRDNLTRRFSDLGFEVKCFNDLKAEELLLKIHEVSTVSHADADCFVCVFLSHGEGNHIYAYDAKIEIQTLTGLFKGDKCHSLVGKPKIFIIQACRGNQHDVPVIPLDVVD
Target sequence (P55212 194-293 limits assumed): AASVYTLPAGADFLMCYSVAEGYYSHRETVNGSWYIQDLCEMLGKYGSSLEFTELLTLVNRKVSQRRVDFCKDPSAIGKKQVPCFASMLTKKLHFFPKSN
EWS-Fli block: EWS/Fli-driven NR0B1 reporter inhibitors, primary screen, A673 cells, NR0B1 luciferase, luminescence, MLPCN library | viability-normalised | AID 651661, 2012 | 350,000 compounds, 0.67% hits | inhibition, % at 12.6 µM;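 active means mean inhibition of at least 50% after viability correction, with every replicate also passing that limit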;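 further: firefly luciferase signal divided by Alamar Blue viability fluorescence both relative to DMSO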
PGC1a acetyl inh: inhibitors of PGC1a acetylation signal, primary screen, cell-based, U2OS, AlphaScreen, inhibitor mode; AlphaScreen anti-acetyl-lysine; with virally co-expressed GCN5 acetyltransferase; inhibition, % at 15.6 µM; 350,000 compounds, 0.17% hits;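 active means every replicate shows inhibition of at least 40%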;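 further: 0% = neutral control wells and 100% = positive control wells; some results beyond the cut were filed as inactive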
PAX8 inh HTS: inhibitors of PAX8-driven TPO luciferase reporter, primary screen, RMG-I cells, single concentration; SteadyGlo, 24 h; inhibition, % at 12.6 µM; 360,000 compounds, 1.2% hits; AID 652154, 2013;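 active means mean replicate inhibition at least 60% with every replicate also reaching 60%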;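 further: luciferase light reporting Pax8 driven TPO promoter activity; plate controls were median of neutral control wells for no effect and mitoxantrone controls for full effect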
FN deposit inh: inhibitors of fibronectin matrix deposition, primary screen, AH1F cells, Alexa488-fibronectin fluorescence, plate reader. 350,000 compounds, 0.086% hits. AH1F fibroblasts, overnight. inhibition, % at 12.6 µM;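 active means mean inhibition across replicates of 30% or more, regardless of how many single replicates reach that level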;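 further: positive control wells lacked labelled fibronectin entirely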
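Test system: AH1F fibroblast monolayer depositing Alexa488-labelled fibronectin into matrix. Input: 10000 cells per well. Technique: fluorescence, ex 485 nm, em 525 nm. Buffer or medium: DMEM plus 2% serum, read in PBS. Timing: 1 h cell adhesion before compound, then overnight fibronectin incubation. Compound: single dose, pinned. Read-out basis: inhibition from reduced deposited-fibronectin fluorescence.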
LGR2 antag: inhibitors of bursicon-induced LGR2 CRE-luciferase signal, primary screen, cell-based, HEK293, CRE-luciferase reporter, bursicon stimulation | AID 720647, 2013 | 380,000 compounds, 0.35% hits | inhibition, % at 9.99 µM | bursicon-stimulated, 4 h;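 active means drop in luminescence signal, shown as inhibition above about 50% in the replicate tests, limit read from the data, passing the limit was not always enough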;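 further: agonist challenge used bursicon conditioned medium at about half maximal strength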
An asterisk follows results filed as active; . = no result given; [ ] = another dose, or the depositor's remark.

SMILES	Cneo AK release	miR-122 sensor	Casp6 inh	EWS-Fli block	PGC1a acetyl inh	PAX8 inh HTS	FN deposit inh	LGR2 antag
Cc1ccc(NC(=O)CCNS(=O)(=O)c2ccc3[nH]c(=O)oc3c2)cc1	-2	7	7	3	12	-13	0	-4
O=[N+]([O-])c1cnccc1Nc1ccc(Cl)cc1	.	.	-1	5	.	0	10	-2
Cc1ccc(CCNC(=O)c2cc(S(=O)(=O)N3CCCCC3)c[nH]2)cc1	0	7	-1	14	-8	25	-3	3
CSc1nc2nccc(-c3ccc(Oc4ccccc4)cc3)n2n1	-6	-4	.	.	4	.	.	-2
Cc1cc(C)n2nc(NCc3ccccc3)nc2n1	2	-11	.	.	.	-27	-1	.
Cc1ccc2c(c1)C(O)(CC(=O)c1cccc(-n3cccc3)c1)C(=O)N2 (configuration not stated)	-3	-4	7	12	.	-8	3	-15
CN1CCN(CCCNC(=O)c2ccc(CS(=O)(=O)c3ccc(Br)cc3)o2)CC1	-1	3	-49	8	3	0	-21	6
O=C1CCCN1CCCNc1ccc2nnc(CCC(=O)N3CCN(c4ccccc4)CC3)n2n1	3	5	-1	4	-3	0	24	7
CCCC(=O)Nc1ccc2c(c1)C(=O)N(C)C[C@H](OC)[C@@H](C)CN(CCC(F)(F)F)[C@@H](C)CO2	52	.	-1	4	13	15	-4	1
CCC(=O)N1[C@@H]2c3ccc(-c4cccc(F)c4)c(=O)n3C[C@@H]2[C@@H](CO)[C@@H]1C(=O)N1CCCCC1	.	.	2	23	.	-1	.	3
Cc1cc(C(=O)N2CCCC(C(=O)c3ccc(Oc4ccccc4)cc3)C2)n[nH]1 (configuration not stated)	-2	17	5	3	3	20	5	1
O=C(Nc1ccccc1F)N1CCCCN2[C@H](CO)[C@@H](c3ccc(C#Cc4ccccc4)cc3)[C@@H]2C1	-1	-8[16.7 µM]	0	.	-44	-22	.	3
CC(=O)Nc1ccc(S(=O)(=O)N2CCN(C(=O)C(=O)c3cccc(C(F)(F)F)c3)CC2)cc1	.	.	2	-1	.	-20	4	-8
COc1cccc(C2=NOC(C(=O)Nc3cc(C)nn3-c3ccccc3)C2)c1OC (configuration not stated)	-2	4	-2	7	3	9	.	7
CN1CCCN(C(=O)c2ccc(Br)cc2)CC1	2	1	0	5	33	0	27	.
CN1C(=O)c2cc(NS(C)(=O)=O)ccc2OC[C@@H]2O[C@H](CC(=O)NC3CCCCC3)CC[C@H]21	-2	.	-1	4	.	-15	-6	6
COc1cccc(N2CC(C(=O)Nc3nnc(SCC(=O)c4ccccc4)s3)CC2=O)c1 (configuration not stated)	.	.	-3	13	.	-19	3	-21
CCNC(=O)COc1ccc(/C=C2\COc3ccccc3C2=O)cc1OC	1	.	1	.	.	13	1	-13
O=C(N/N=C/c1ccccc1[N+](=O)[O-])c1ccc(CN2CCOCC2)cc1	.	.	-6	-29	.	-1	-6	4
O=C(CCCN1C(=O)c2cccnc2Oc2ccc(Cl)cc21)N1CCCCC1	1	-2	1	7	.	15	-18	-12
Cc1cccc(NC(=O)C2SC(=Nc3c(C)cccc3C)C(C(=O)N3CCOCC3)=C2N)c1 (configuration not stated)	0	.	-1	-1	.	1	1	-12
COc1ccccc1C(=O)NCCC(=O)N(Cc1ccco1)Cc1cccs1	0	4	4	.	-32	11	4	-7
NC(=O)c1nsc(C(=O)N(c2ccccc2)C(C(=O)NC2CCCC2)c2ccc3ncccc3c2)c1N (configuration not stated)	2	.	5	11	.	21	2	4
COc1cccc(CNS(=O)(=O)c2c(C)nc3scc(C)n3c2=O)c1	3	4	0	1	-11	-4	1	1

Another view of part of the listing above.
molecule: CCNC(=O)COc1ccc(/C=C2\COc3ccccc3C2=O)cc1OC
  Cneo AK release = 1
  miR-122 sensor = .
  Casp6 inh = 1
  EWS-Fli block = .
  PGC1a acetyl inh = .
  PAX8 inh HTS = 13
  FN deposit inh = 1
  LGR2 antag = -13
molecule: O=C(N/N=C/c1ccccc1[N+](=O)[O-])c1ccc(CN2CCOCC2)cc1
  Cneo AK release = .
  miR-122 sensor = .
  Casp6 inh = -6
  EWS-Fli block = -29
  PGC1a acetyl inh = .
  PAX8 inh HTS = -1
  FN deposit inh = -6
  LGR2 antag = 4

Next section:
SMILES	Cneo AK release	miR-122 sensor	Casp6 inh	EWS-Fli block	PGC1a acetyl inh	PAX8 inh HTS	FN deposit inh	LGR2 antag
CCCNC(=O)N(C)C[C@@H]1Oc2ncc(C3=CCCCC3)cc2C(=O)N([C@@H](C)CO)C[C@@H]1C	0	-4[16.7 µM]	4	-13	-9	.	.	2
Cc1ccc(-c2nc(C3CCCN(S(=O)(=O)c4ccc(C(C)(C)C)cc4)C3)no2)cc1 (configuration not stated)	3	-2	-3	-10	2	25	-2	-3
COc1ccccc1C(=O)Nc1ccc2c(c1)C(=O)N(C)[C@H]1CC[C@@H](CC(=O)NCCc3ccncc3)O[C@H]1CO2	1	.	-2	1	.	-20	8	-5
Cc1c(C(=O)NC2CCOC2)oc2c(F)cccc12 (configuration not stated)	-1	2	-5	-107	-5	-229	-10	-91
O=C(N[C@@H]1CC[C@@H](CCNS(=O)(=O)c2ccc(F)cc2)O[C@H]1CO)c1ccccn1	-7	.	-2	-4	8	-19	.	-22
CS(=O)(=O)N(CC(=O)N1CCN(Cc2ccccc2)CC1)Cc1ccccc1	0	1	1	9	16	.	.	.
CCCc1nc(SCC(=O)Nc2nc3c(s2)CCCC3)c2ccccc2n1	1	-2	-2	-11	-16	.	.	-31
Cc1ccc(OCCNC(=O)c2ccccc2O)cc1	-1	.	-1	-7	.	-17	-6	-14
Cc1nc(NC(=O)COC(=O)CCc2nc3ccccc3s2)c(Cl)cc1Cl	1	-5	-1	0	-4	25	.	9
N#CC(c1ccc(Cl)cc1)c1cccc(Cl)n1 (configuration not stated)	.	1	2	9	4	29	2	31
CCOC(=O)N1CCN(C(=O)c2cc(COc3ccc4ncccc4c3)on2)CC1	-7	-12	2	13	-4	3	2	9
NC(=O)c1ccc(NC(=O)CN2CCN(Cc3ccccc3)CC2)cc1	2	1	2	1	.	0	2	11

Entries of single compounds, looked up by structure. Order of values: Cneo AK release | miR-122 sensor | Casp6 inh | EWS-Fli block | PGC1a acetyl inh | PAX8 inh HTS | FN deposit inh | LGR2 antag
Entry for `NC(=O)c1ccc(NC(=O)CN2CCN(Cc3ccccc3)CC2)cc1` = 2 | 1 | 2 | 1 | . | 0 | 2 | 11
Entry for `Cc1c(C(=O)NC2CCOC2)oc2c(F)cccc12` (configuration not stated) = -1 | 2 | -5 | -107 | -5 | -229 | -10 | -91

The results go on:
SMILES	Cneo AK release	miR-122 sensor	Casp6 inh	EWS-Fli block	PGC1a acetyl inh	PAX8 inh HTS	FN deposit inh	LGR2 antag
COc1ccc(S(=O)(=O)Nc2ccc3c(c2)C(=O)N([C@@H](C)CO)C[C@H](C)[C@@H](CN(C)Cc2ccc(Cl)c(Cl)c2)OCCCC[C@H](C)O3)cc1	47	-7[16.7 µM]	.	-3	17	42	.	14
Cc1cccc(-c2noc(CCCC(=O)NCC3CCCO3)n2)c1 (configuration not stated)	0	1	2	-6	.	-1	1	2
COc1ccc(C(=O)NCCN2CCC(n3c(=O)[nH]c4ccccc43)CC2)cc1F	.	.	-3	-8	.	-19	-4	-15
CCOc1ccc(OCCC(=O)OCC(=O)NCc2ccc(Cl)cc2)cc1	0	0	3	1	-6	-9	3	10
CC(C)(C)c1ccc(C(=O)C2CCCN(C(=O)CCn3cncn3)C2)cc1 (configuration not stated)	-8	.	0	.	.	-16	.	-4
CCc1ccc(NC(=O)[C@H](NC(=O)[C@@H]2Cc3ccccc3CN2)c2ccccc2)cc1	2	-3	-9	.	-4	-7	8	-32
CN(C(=O)c1ccccc1C(=O)OCC(=O)c1ccc(F)cc1)c1ccccc1	-3	.	-1	7	-6	9	.	6
O=[N+]([O-])c1cccnc1C1OCCO1	3	.	2	-8	.	-28	0	-18
CC(C)NC(=O)c1cc(C2CCCCN2S(=O)(=O)c2ccc(F)cc2F)on1 (configuration not stated)	-2	0	-2	2	-24	-20	-8	6
O=C(N[C@H]1C/C=C\C[C@H](CC(=O)N(CCO)Cc2ccccc2)C(=O)N[C@H](Cc2c[nH]c3ccccc23)COC1=O)OCC1c2ccccc2-c2ccccc21	-1	.	0	-3	.	6	-7	.
COC(=O)c1scc(S(=O)(=O)C(C)(C)C)c1N	.	.	-3	-1	.	11	-11	-2
O=c1[nH]cnc2c1cnn2Cc1ccccc1	-5	-2	.	.	.	6	3	.

6 records drawn at random from those above:
SMILES	Cneo AK release	miR-122 sensor	Casp6 inh	EWS-Fli block	PGC1a acetyl inh	PAX8 inh HTS	FN deposit inh	LGR2 antag
Cc1ccc(-c2nc(C3CCCN(S(=O)(=O)c4ccc(C(C)(C)C)cc4)C3)no2)cc1 (configuration not stated)	3	-2	-3	-10	2	25	-2	-3
COc1cccc(N2CC(C(=O)Nc3nnc(SCC(=O)c4ccccc4)s3)CC2=O)c1 (configuration not stated)	.	.	-3	13	.	-19	3	-21
CN(C(=O)c1ccccc1C(=O)OCC(=O)c1ccc(F)cc1)c1ccccc1	-3	.	-1	7	-6	9	.	6
COc1cccc(CNS(=O)(=O)c2c(C)nc3scc(C)n3c2=O)c1	3	4	0	1	-11	-4	1	1
CCNC(=O)COc1ccc(/C=C2\COc3ccccc3C2=O)cc1OC	1	.	1	.	.	13	1	-13
O=C(CCCN1C(=O)c2cccnc2Oc2ccc(Cl)cc21)N1CCCCC1	1	-2	1	7	.	15	-18	-12

Other results:
SMILES	Cneo AK release	miR-122 sensor	Casp6 inh	EWS-Fli block	PGC1a acetyl inh	PAX8 inh HTS	FN deposit inh	LGR2 antag
Cc1noc(C)c1S(=O)(=O)Nc1ccc2c(c1)CC(=O)N([C@H](C)CO)C[C@@H](C)[C@H](CN(C)S(=O)(=O)c1ccccc1)O2	-2	9[16.7 µM]	3	-13	8	-6	.	-10
Cc1ccc(C(=O)Nn2cnnc2)cc1	-4	9	-1	8	-3	0	10	-18
C[C@H](CO)N1C[C@H](C)[C@H](CN(C)C(=O)CN(C)C)Oc2cc(Br)ccc2S1(=O)=O	-3	-6[16.7 µM]	-1	-8	0	.	-7	15
COc1cccc(NC(=O)CN(C)C(=O)[C@@H]2CCCN2C(=O)c2cccs2)c1	0	3	3	1	-2	10	1	1
Cc1ccc2c(Cl)c(C(=O)NCC3CCCO3)sc2c1 (configuration not stated)	6	-9	.	.	23	.	11	.
C[C@H]1CN([C@@H](C)CO)C(=O)c2cccc(NC(=O)C3CC3)c2O[C@@H]1CN(C)Cc1ccccc1	-4	23[16.7 µM]	0	2	-8	-6	.	-3
O=C(CCc1c[nH]c2ccccc12)NCCOc1ccccc1	0	-1	-21	18	1	-6	6	24
OC(c1ccc(F)c(F)c1)c1nc(-c2ccoc2)cs1 (configuration not stated)	0	-3	8	-1	3	22	2	12
O=C(CNc1ccc(F)cc1F)NC(=O)NCc1ccco1	5	0	1	-4	-1	0	1	6
CCCNC(=O)c1csc(Nc2cccc3ccccc23)n1	1	6	1	6	19	19	14	0

3 compounds out of the list above, ordered by the number in Casp6 inh, largest number first.
smiles | Casp6 inh
O=C(CNc1ccc(F)cc1F)NC(=O)NCc1ccco1 | 1
C[C@H]1CN([C@@H](C)CO)C(=O)c2cccc(NC(=O)C3CC3)c2O[C@@H]1CN(C)Cc1ccccc1 | 0
Cc1ccc(C(=O)Nn2cnnc2)cc1 | -1
